ERb SRC1 inh: blocks coactivator binding to human estrogen receptor beta; Q92731; TR-FRET ER-beta LBD / SRC1-Cy5 peptide binding; receptor agonist-loaded with 1 µM estradiol; hit rate 1.3% among 86,000; inhibition, % at 25.6 µM; AID 633;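 active = compounds whose percent inhibition of the receptor-coactivator binding signal exceeds about 50% in the single-dose screen, limit read from the data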;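 note: 0% = receptor plus peptide wells without compound and 100% = peptide-only wells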
Target sequence (Q92731 whole entry, looked up, the tested form may be a part): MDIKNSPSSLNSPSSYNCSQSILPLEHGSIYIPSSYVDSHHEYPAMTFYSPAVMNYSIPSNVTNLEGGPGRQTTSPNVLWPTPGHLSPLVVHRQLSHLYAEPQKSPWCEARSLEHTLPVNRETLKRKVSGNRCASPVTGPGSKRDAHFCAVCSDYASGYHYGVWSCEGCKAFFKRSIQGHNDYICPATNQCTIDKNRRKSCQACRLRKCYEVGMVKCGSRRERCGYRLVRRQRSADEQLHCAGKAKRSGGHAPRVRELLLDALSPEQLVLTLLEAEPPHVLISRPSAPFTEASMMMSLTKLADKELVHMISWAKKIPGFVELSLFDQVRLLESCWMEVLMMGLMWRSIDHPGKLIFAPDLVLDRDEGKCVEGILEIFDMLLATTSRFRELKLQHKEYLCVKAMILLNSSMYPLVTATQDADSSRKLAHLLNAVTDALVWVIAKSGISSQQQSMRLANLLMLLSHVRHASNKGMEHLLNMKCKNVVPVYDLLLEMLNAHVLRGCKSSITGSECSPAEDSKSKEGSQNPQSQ
CD11b adhes enh: CD11b/CD18-fibrinogen binding enhancement; K562 CD11b/CD18 adhesion to fibrinogen, ATPlite luminescence; hit rate 0.07% among 93,000; activation, % at 10 µM; AID 1499; P05107+P11215;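 active = 10 µM primary screen giving 50% or more activity, confirmed by 40% or more on retest at that dose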; note: strong numbers were not always called active; reference of the scale not given here
sEH inhibitor: inhibitors of human soluble epoxide hydrolase; recombinant human sEH enzymatic activity assay; inhibition, % at 2 µM; hit rate 0.34% among 91,000; AID 707; in the data active = inhibition above about 80%; note: values of inactives mirror those of a sister screen read the other way; many of its hits are not listed in these tables
Target sequence (P34913 whole entry, looked up): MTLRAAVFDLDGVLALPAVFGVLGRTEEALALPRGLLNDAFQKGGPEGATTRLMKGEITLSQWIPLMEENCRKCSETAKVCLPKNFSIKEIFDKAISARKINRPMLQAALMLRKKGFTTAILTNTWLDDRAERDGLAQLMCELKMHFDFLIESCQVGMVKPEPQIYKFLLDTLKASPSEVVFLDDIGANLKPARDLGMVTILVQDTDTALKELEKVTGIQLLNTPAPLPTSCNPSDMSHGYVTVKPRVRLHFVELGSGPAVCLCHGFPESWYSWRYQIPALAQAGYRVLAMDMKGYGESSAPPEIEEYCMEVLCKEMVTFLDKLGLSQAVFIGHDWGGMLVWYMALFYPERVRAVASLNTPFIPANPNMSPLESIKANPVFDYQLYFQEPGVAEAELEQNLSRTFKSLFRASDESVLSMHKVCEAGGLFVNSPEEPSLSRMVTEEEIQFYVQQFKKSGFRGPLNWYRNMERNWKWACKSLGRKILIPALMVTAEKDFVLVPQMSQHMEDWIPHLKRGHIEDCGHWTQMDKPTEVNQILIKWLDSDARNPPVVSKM
Mac1 fbg inh: blocks human CD11b/CD18 adhesion to fibrinogen; inhibition, % at 10 µM; AID 1497; P05107+P11215; K562 CD11b/CD18 adhesion to fibrinogen, ATPlite luminescence; Mn2+ added to activate the integrin; hit rate 0.54% among 93,000;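 active = primary inhibition of 50% or more at 10 µM, then 40% or more on retest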; note: some results filed as inactive read as strong as hits
sEH activator: soluble epoxide hydrolase (human) activation | P34913 | purified human sEH enzymatic activity, activator screen | activation, % at 2 µM | hit rate 0.04% among 91,000 | AID 717; in the data active = activation above about 37%; note: values of inactives mirror those of a sister screen read the other way
Smad3 FoxH1 inh: blocks human Smad3 binding to FoxH1 peptide; P84022; TR-FRET Smad3/Dy647-FoxH1 peptide binding, europium anti-His; AID 630; inhibition, % at 25 µM; hit rate 0.29% among 88,000;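 active = compounds that reduce the energy-transfer binding signal between the protein and its labelled peptide by more than half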;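 note: 0% = Smad3 plus labelled peptide maximal FRET and 100% = peptide-only background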
MT1-MMP txn act: MT1-MMP promoter transcription activation; activation factor at 10 µM; AID 750; hit rate 0.16% among 86,000; HT1080 MT1-MMP promoter luciferase reporter, luminescence, overnight; stronger effect = higher value;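 active = activation factor of at least 2 for MT1-MMP transcription at 10 µM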
Calb biofilm kill: kills Candida albicans biofilms; C. albicans biofilm + clotrimazole, Alamar Blue; inhibition, % at 6 µM; hit rate 0.14% among 85,000; AID 834;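 active = inhibition above 20%; inactive = inhibition below 20%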;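 note: preformed 24 hr biofilms exposed to compound for 48 hr; 0% = biofilm without compound and 100% = blank killed by clotrimazole plus chlorhexidine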
ERa coact pot: enhances coactivator binding to human estrogen receptor alpha; TR-FRET ERalpha-LBD/SRC-Cy5 coactivator binding, 2 h; 100 = basal binding, no effect; coactivator binding (% of control), % at 25.6 µM; hit rate 1.3% among 86,000; in the data active = activity above about 200%;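 note: binding measured in presence of low estradiol as agonist stimulus; 0% = peptide alone without receptor and 100% = receptor with peptide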
Active calls of the source: *; · = no result given; [ ] = another dose, or the depositor's remark. Some of the compounds tested; count on the stated rates, not on these rows.

SMILES	ERb SRC1 inh	CD11b adhes enh	sEH inhibitor	Mac1 fbg inh	sEH activator	Smad3 FoxH1 inh	MT1-MMP txn act	Calb biofilm kill	ERa coact pot
CC(C)(Oc1ccc(Cl)cc1)C(=O)NCCCn1ccnc1	-8[fluorescence artefact?]	-1	17	-10	-16	5	1.1	2	148
Cc1cc(NC(=O)CCOc2ccccc2)no1	3	-1	4	-11	0	16[fluorescence artefact?]	1.1	10	98
Cc1cc(C)nc(N2CCC(C(=O)NCc3cccs3)CC2)n1	9[fluorescence artefact?]	-4	·	-3	·	1	1.1	0	85
CCOC(=O)CCc1c(C)c(C#N)c2nc3ccccc3n2c1-n1ccnc1C	-8	-1	0	-2	4	-1	1.5	-1	110
COc1cc(S(=O)(=O)N2CCN(c3ccccc3F)CC2)ccc1Cl	8	-6	·	43	·	3	1.1	0	91
CCN(CC)S(=O)(=O)c1ccc(NC(=O)c2ccccn2)cc1	4	-1	-15	-3	12	7	1.4	9	104
COc1nn(CC(=O)N2N=C(C)CC2(O)C(F)F)cc1[N+](=O)[O-] (stereo unspecified)	13	·	-26	·	24	-12	1.1	0	96
COc1ccc(C(=O)OCC(=O)NCc2ccco2)cc1OC	41	6	7	-11	-8	11	1.3	5	60[fluorescence artefact?]
Cc1cc(N2CCCC2)c(C)cc1C=O	0	1	2	-2	0	-8	1.1	6	110[fluorescence artefact?]
CC(=O)NCCC(=O)Nc1ccc(F)cc1C	-4[fluorescence artefact?]	-4	3	-13	-2	-1	1.2	10	117
COc1cccc2c1C(=O)O/C2=C/c1ccc2c(c1)OCO2	·	0	-19	52*	18	·	·	·	·
Brc1ccc(CSc2nnc(Cc3c[nH]c4ccccc34)o2)cc1	-23	-8	4	86	2	-1	1	2	105
O=C(NCc1ccc(F)cc1)c1cc(S(=O)(=O)N2CCOCC2)ccc1F	14[fluorescence artefact?]	-10	13	-8	-11	-5	1.1	1	104
COc1ccc(N2C(=O)C(Cl)=C(Nc3ccccc3O)C2=O)cc1	14[fluorescence artefact?]	0	3	-10	-3	-1	1.3	8	70[fluorescence artefact?]
Clc1ccc(Cc2nnc(-c3cccs3)o2)cc1	-5	·	·	·	·	5	1.5	7	92
Cc1ccc(CNC(=O)CCS(=O)(=O)c2cc(Br)cc3c2N(C(=O)C2CC2)CC3)o1	15[fluorescence artefact?]	-2	·	-3	·	-7	1.2	1	141
Nc1ccc(CCc2nc3ccccc3o2)cc1	0	0	-7	-6	6	10	0.7	4	134
O=C(CSc1nc(-c2ccco2)cc(C(F)(F)F)n1)Nc1ccc(C(=O)N2CCOCC2)cc1	-6	·	50	·	-50	9	1.3	5	95
N#Cc1c2c(c[nH]c1=O)CCN2Cc1ccccc1	8	·	-3	·	7	16	1	5	99
N#CC1(Cc2ccccc2Cl)c2ccccc2C=CN1C(=O)c1ccccc1 (stereo unspecified)	·	-4	8	13	-5	·	·	·	·
COC(=O)c1cc(OC)c(OC)cc1NC(=O)c1ccc(C)o1	-1[fluorescence artefact?]	1	-16	2	16	1	1	8	118
COc1ccc(N2CCN(c3nc(Cl)nc(N4CCOCC4)n3)CC2)cc1	-10	·	-8	·	10	-11	1.1	5	113
CC(=O)NC1CCC(C(=O)O)(c2ccccc2)C1 (stereo unspecified)	4[fluorescence artefact?]	0	-18	-17	18	3	1	-1	116
CNc1nc(SC)nc(N2CCOCC2)n1	2	-4	-15	-3	13	11	1.2	8	109[fluorescence artefact?]
COc1ccc(-c2nc(-c3ccccc3)[nH]c(=O)c2C#N)cc1	·	-2	-1	-7	2	·	·	·	·
COc1ccccc1-c1nn2c(C(F)(F)F)nnc2s1	-7	-2	-5	-10	6	6	1.2	3	106
CCOC(=O)C1CCCN(c2c(N3CCN(c4cccc(Cl)c4)CC3)c(=O)c2=O)C1 (stereo unspecified)	-5[fluorescence artefact?]	·	·	·	·	-10	1.1	-4	90[fluorescence artefact?]
CCCn1c(Nc2ccccc2C)nc2ccccc21	-2	·	-8	·	9	11	1.2	7	105
O=S(=O)(NCC(c1ccccc1)N1CCNCC1)c1ccc(Cl)cc1 (stereo unspecified)	4	-5	7	7	-8	5	1.2	6	135
Cc1cc(C)cc(Oc2ccccc2/C=N\O)c1	·	-4	0	32	2	·	·	·	·
CCn1c(SCC(=O)Nc2nccs2)nnc1-c1ccccc1	-10	-1	0	-7	-2	8	1.1	5	113
COCCN1C=C(C(=O)OC)C(c2cc(Br)c(OC)c(OC)c2)C(C(=O)OC)=C1	-7[fluorescence artefact?]	7	-5	8	5	3	1.2	-1	118
O=C(CN1CCCCCC1)N/N=C/c1cccs1	4	1	-8	-23	11	3	·	3	102
O=P(OC1CCCCC1)(OC1CCCCC1)C(O)c1c(Cl)cccc1Cl (stereo unspecified)	-3	4	10	-18	-9	-11	1.1	2	96
CC(C)(C)C(=O)NC1CCN(S(=O)(=O)c2ccccc2F)CC1	-2	4	9	-9	-9	3	1	0	122[fluorescence artefact?]
Cc1cc(O)c(-c2n[nH]c3c2C(c2cccc(O)c2)N(Cc2cccnc2)C3=O)cc1Cl (stereo unspecified)	5	-2	6	5	-3	2	1.1	4	79[fluorescence artefact?]
Cc1ccc(C2C(C(=O)c3sc(C)nc3C)=C(O)C(=O)N2CCCN(C)C)o1 (stereo unspecified)	6	-7	·	-6	·	15	1.1	7	102
COc1ccc(Cl)cc1NC(=O)c1ccco1	3	4	-5	7	3	6	1.3	6	96
COCc1n[nH]c(=S)n1-c1cccc2ccccc12	-4	3	-2	-17	5	-7	1.2	-1	134
Cc1cc(OC(=O)c2ccccc2Br)cc(=O)n1C	·	24	-2	-5	4	·	·	·	·
CCOC(=O)/C(N=O)=C(\O)C1CCN(C(=O)OCC)CC1	-3	0	-10	1	10	6	1	2	115
Oc1oc(-c2ccccc2)nc1C=NCc1ccncc1	-7	·	·	·	·	-2	1.2	-4	122
Cc1cc2oc(=O)cc(CN3CCN(C/C=C/c4ccccc4)CC3)c2cc1O	·	3	-9	33	8	·	1.1	·	·
Cc1cc2nnc(SC(C)C)n2c2ccccc12	0	·	-3	·	9	11	1.1	0	104
Nc1nc(CN2CCN(Cc3ccccc3)CC2)nc(Nc2ccc3c(c2)OCCO3)n1	-2	-1	17	-2	-15	3	1.7	6	99
COc1cc2c3nnc(-c4ccc(F)cc4)c-3cn(Cc3ccc(F)cc3)c2cc1OC	32[fluorescence artefact?]	-3	5	17	-6	-12	·	14	481*[fluorescence artefact?]
CCCN(CCC)Cc1cc2ccccc2c2c1COC2	1	-4	-6	2	6	-12	1	-2	123[fluorescence artefact?]
COc1ccc(S(=O)(=O)N2CCN(c3cccc(C)c3C)CC2)cc1	-7	1	8	33	-8	1	1.1	7	102
COC(=O)c1ccc(C2C(C(=O)Nc3ccccc3C)=C(C)Nc3ncnn32)cc1 (stereo unspecified)	-2	6	-17	3	16	-6	1.1	-4	83
Cc1cc(=O)n2c3c(sc2n1)C(=O)N(Cc1ccccc1)C3=O	-1[fluorescence artefact?]	·	3	·	-3	-3	1.2	4	97
CC(=O)CCS(=O)(=O)c1ccc(C)c(C)c1	-1	-4	·	-1	·	7	1.1	5	92[fluorescence artefact?]
COc1ccc(C)cc1NS(=O)(=O)c1cn(C)c(=O)n(C)c1=O	7	0	-12	-13	12	6	·	11	107
COc1ccc(NC(=O)c2cc(-c3ccccc3OC)on2)cc1	·	-1	8	3	-8	·	1.1	·	·
O=C(Cc1ccc(-n2cnnn2)cc1)NC12CC3CC(CC(C3)C1)C2	-17[fluorescence artefact?]	0	46	-3	-46	6	1	9	86[fluorescence artefact?]
Cc1sc2ncn(CC(=O)NCCc3ccccc3)c(=O)c2c1C	18[fluorescence artefact?]	-4	-5	15	0	7	1	5	101
O=C(CC1Sc2ccccc2NC1=O)Nc1cccc(C(=O)O)c1 (stereo unspecified)	-10[fluorescence artefact?]	2	·	7	·	9	1.1	2	118[fluorescence artefact?]
CC(C)(C)C(=O)Oc1cc(N)n(S(=O)(=O)c2ccc(F)cc2)n1	11[fluorescence artefact?]	·	-4	·	3	15	1.1	12	86
COc1cc(NC(=O)c2cc(C)on2)cc(OC)c1OC	5	0	-2	-19	1	-4	1.1	·	110
CCOC(=O)c1ccc(NC(=O)CCC(=O)OC)cc1	-2[fluorescence artefact?]	-3	-12	7	13	-5	1.2	2	123
CC1=Nn2c(nc(-c3ccccc3)c2-c2ccccc2)NC(=O)C1Br (stereo unspecified)	8	-3	-10	-15	4	0	1.1	2	78
The list goes on:
SMILES	ERb SRC1 inh	CD11b adhes enh	sEH inhibitor	Mac1 fbg inh	sEH activator	Smad3 FoxH1 inh	MT1-MMP txn act	Calb biofilm kill	ERa coact pot
CCOc1ccccc1C(=O)N(CCC(=O)OC)c1ccccn1	-12[fluorescence artefact?]	-4	6	1	0	1	1	1	108
CCOC(=O)Cn1c(=N)n(CCOc2ccc(OC)cc2)c2ccccc21	2	-2	11	2	-10	6	1	-3	107
CC1=C(C(=O)NCc2ccccc2)C(c2cccs2)n2ncnc2N1 (stereo unspecified)	3	2	·	-8	·	7	1.1	-4	107
CC(CN1CCOCC1)OC(=O)C(C)(c1ccccc1)c1ccccc1 (stereo unspecified)	-10	·	-1	·	1	-5	1.2	6	112
CC(C)CN1C(=O)c2ccc(C(=O)Nc3ccccn3)cc2C1=O	·	-5	7	-11	-6	·	1.3	·	·
O=C(O)c1ccc2oc(SCC(=O)N3CCCCC3)nc2c1	10	-1	9	-12	-9	0[fluorescence artefact?]	1.3	8	101
CN1CCC(N(C)C(=O)c2ccccc2Nc2ccc(SC(F)F)cc2)CC1	-1	0	·	1	·	11	1.2	6	96
CC(=O)NCCC(Cc1ccccc1)c1ccco1 (stereo unspecified)	-26	·	9	·	-6	-5	1.1	8	103[fluorescence artefact?]
Cc1ccccc1-c1nnc(-c2ccccc2C)o1	-2	·	2	·	0	-5	1.5	-2	139[fluorescence artefact?]
Cc1ccc(Oc2ccc(C(=O)NC3CCSC3=O)cn2)cc1 (stereo unspecified)	·	-1	6	-4	-7	·	·	·	·
COc1cc(NC(=O)C2CCCCC2)c2ncccc2c1	-2	0	13	7	-11	10	1.2	1	104
Cc1nn(C)c(C)c1S(=O)(=O)N1CCc2ccccc21	-8	-4	9	2	-8	5	1.1	4	122[fluorescence artefact?]

Part of the list above in a different format.
The line under a structure holds: ERb SRC1 inh, CD11b adhes enh, sEH inhibitor, Mac1 fbg inh, sEH activator, Smad3 FoxH1 inh, MT1-MMP txn act, Calb biofilm kill, ERa coact pot
- O=C(O)c1ccc2oc(SCC(=O)N3CCCCC3)nc2c1
 : 10, -1, 9, -12, -9, 0[fluorescence artefact?], 1.3, 8, 101
- CN1CCC(N(C)C(=O)c2ccccc2Nc2ccc(SC(F)F)cc2)CC1
 : -1, 0, ·, 1, ·, 11, 1.2, 6, 96
- CC(=O)NCCC(Cc1ccccc1)c1ccco1 (stereo unspecified)
 : -26, ·, 9, ·, -6, -5, 1.1, 8, 103[fluorescence artefact?]

Following part
SMILES	ERb SRC1 inh	CD11b adhes enh	sEH inhibitor	Mac1 fbg inh	sEH activator	Smad3 FoxH1 inh	MT1-MMP txn act	Calb biofilm kill	ERa coact pot
Cn1c(=O)cc(OCC(=O)NC2CCCCC2)c2ccccc21	-3	0	12	-16	-10	5	·	8	91
Cc1cc(/C=N/n2cnnc2)c(C)n1-c1ccc(C(=O)O)cc1	10	-6	-2	-7	1	-3	1.1	3	97
COC(=O)c1onc(C(=O)c2ccccc2)c1C(=O)OC	-19	3	-12	-16	16	5	1.1	-3	107
O=C(C1CCN(S(=O)(=O)c2cccc3cccnc23)CC1)N1CCN(C2CCCCC2)CC1	-3	-3	·	7	·	-1	1.1	10	141[fluorescence artefact?]
COC(=O)C1=C(C)n2cnnc2NC1c1ccc(Cl)cc1 (stereo unspecified)	-8	-4	·	1	·	2	1	4	109
COc1ccc(N=c2oc3cc(O)ccc3cc2C(=O)NCC2CCCO2)c(OC)c1 (stereo unspecified)	15	7	·	-7	·	-1	1.1	8	105
Cn1c(=O)c2c(ncn2CC(=O)OCC(=O)NC2CCCc3ccccc32)n(C)c1=O (stereo unspecified)	-4	1	-8	-7	4	-2	1.1	-3	97

High-throughput results as filed in PubChem.
